# Source: PubChem
# Mtb UGM inh: blocks M. tuberculosis UGM enzyme; P9WIQ1; purified UGM, fluorescence polarization probe displacement; inhibition, % at 10 µM; 320,000 tested, 0.06% active; in the data active means inhibition above about 10%, passing the limit was not always enough; inconclusive means no clear call, values can overlap the other calls
# Target sequence (P9WIQ1 whole entry, looked up): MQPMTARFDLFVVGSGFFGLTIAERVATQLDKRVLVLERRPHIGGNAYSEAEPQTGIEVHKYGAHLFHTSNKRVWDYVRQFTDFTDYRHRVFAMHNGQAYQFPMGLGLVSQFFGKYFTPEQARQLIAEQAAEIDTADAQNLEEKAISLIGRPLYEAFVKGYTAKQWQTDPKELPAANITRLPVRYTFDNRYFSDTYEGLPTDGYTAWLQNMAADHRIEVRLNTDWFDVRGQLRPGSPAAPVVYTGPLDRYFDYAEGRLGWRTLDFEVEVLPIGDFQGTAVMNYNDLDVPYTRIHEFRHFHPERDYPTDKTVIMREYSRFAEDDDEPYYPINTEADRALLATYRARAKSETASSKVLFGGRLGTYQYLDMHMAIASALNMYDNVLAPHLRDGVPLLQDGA
# FadD28 FP inh: blocks FadD28 binding to the bisubstrate probe. fluorescence polarization. inhibition, % at 12.5 µM. 360,000 tested, 0.22% active. AID 588549; in the data active means inhibition above about 8.5%, passing the limit was not always enough; inconclusive means no clear call, values can overlap the other calls
# CCHF vOTU inh: blocks the CCHF virus ovarian tumor domain protease; inhibition, % at 11.5 µM; 370,000 tested, 0.55% active; CCHFV vOTU protease, Pep-AMC fluorescence; AID 651958; further: 0% = vehicle wells with enzyme and 100% = no enzyme wells
# FBA Mtb inh: inhibitors of M. tuberculosis fructose-bisphosphate aldolase | inhibition, % at 1 µM | AID 588726 | 360,000 tested, 2.3% active | P9WQA3 | purified M. tuberculosis FBA, fluorescence read-out; in the data active means inhibition above about 27%;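 further: 0% = vehicle and 100% = reference inhibitor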
# Target sequence (P9WQA3 whole entry, looked up): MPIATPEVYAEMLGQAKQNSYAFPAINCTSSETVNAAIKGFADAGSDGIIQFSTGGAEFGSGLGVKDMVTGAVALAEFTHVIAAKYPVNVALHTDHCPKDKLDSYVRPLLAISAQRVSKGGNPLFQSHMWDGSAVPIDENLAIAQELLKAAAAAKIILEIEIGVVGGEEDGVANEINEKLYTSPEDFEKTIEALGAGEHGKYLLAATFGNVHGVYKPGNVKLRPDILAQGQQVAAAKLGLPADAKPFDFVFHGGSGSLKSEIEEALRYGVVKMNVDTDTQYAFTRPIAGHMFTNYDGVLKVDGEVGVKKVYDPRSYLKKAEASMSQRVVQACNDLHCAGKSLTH
# BioA inh: BioA (M. tuberculosis) enzyme inhibition | 360,000 tested, 0.096% active | purified M. tuberculosis BioA enzyme, plate reader | inhibition, % at 9.99 µM; in the data active means inhibition above about 40%; inconclusive means no clear call, values can overlap the other calls
# BoNT-F LC inh: blocks Botulinum neurotoxin F light chain protease | Multiplex microsphere protease cleavage assay, flow cytometry | inhibition, % at 10 µM | 360,000 tested, 0.22% active; in the data active means inhibition above about 35%, passing the limit was not always enough; inconclusive means no clear call, values can overlap the other calls; further: plate controls were buffer without enzyme for full effect and enzyme alone for no effect
# PrPC TRFRET: cell surface PrPC inhibition, primary TR-FRET screen; P04156; TR-FRET read-out; inhibition, % at 13.8 µM; 370,000 tested, 0.43% active; AID 720596; in the data active means inhibition above about 24%; further: 0% = median of the test wells and 100% = reference compound wells
# GDH-TPI inh: inhibits GDH-TPI coupling enzymes, artifact for Mtb FBA screen; inhibition, % at 4.8 µM; AID 588335; 360,000 tested, 1.2% active; GDH-TPI coupled enzyme counterscreen, NADH absorbance;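 further: 0% = DMSO wells and 100% = wells lacking the enzyme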
# BoNT A protease: inhibitors of Botulinum neurotoxin A light chain protease | multiplex microsphere protease substrate cleavage, flow cytometry | inhibition, % at 10 µM | 360,000 tested, 0.17% active; in the data active means inhibition above about 30%; inconclusive means no clear call, values can overlap the other calls; further: plate controls were buffer without enzyme for full effect and enzyme alone for no effect
# * marks the source's active call; other numbers are inactive results; ? = inconclusive; · = not tested or not shown; & = joins results of further samples. Unless noted, no stated cut-off is given here; in the data, active means inhibition above about 30%; inactive means the rest.
SMILES,Mtb UGM inh,FadD28 FP inh,CCHF vOTU inh,FBA Mtb inh,BioA inh,BoNT-F LC inh,PrPC TRFRET,GDH-TPI inh,BoNT A protease
C[C@@H]1CCCCO[C@@H](CN(C)Cc2ccc3c(c2)OCO3)[C@@H](C)CN([C@H](C)CO)C(=O)c2cc(NS(=O)(=O)c3ccccc3)ccc2O1,·,-2.6,26,4,0.3&0.4,2,3,-1,0.0
CC(NCC1COc2ccccc2O1)C1COc2ccccc2O1 (configuration not stated),0.3,-0.2,3,6,-1.6,-7,1,5,-1.0
COc1ccc(N2C(=O)CSC2c2ccc(F)c(F)c2)cc1 (configuration not stated),2.6,0.0,-5,1,1.3,24,3,0,-1.6
CCN(CCCNc1cc2c(c(N)c1S(=O)(=O)O)C(=O)c1ccccc1C2=O)c1ccccc1,·,29*,28,4,-1.2,-50,-38,-1,0.9
CN(C(=O)c1cccc(NC(=O)Cc2ccc(NC(=O)C3CCCN(C(=O)C4CCCC4)C3)cc2)c1)C1CCCC1 (configuration not stated),·,-3.2,11,-3,-0.6,-4,9,6,-0.8
O=C(CCNC(=O)c1ccc(Cl)cc1)Nc1c(F)c(F)cc(F)c1F,2.1,-0.9,-7,-3,·,-6,7,0,-0.4
COc1ccc(-n2c(Cc3cccn3C)nnc2SCC(=O)NC2CCCCC2)cc1,-2.3,-0.4,6,0,-1.3,-7,-7,-3,0.1
CC(C)(C)NCC(O)COc1c(F)cc(Br)cc1F (configuration not stated),2.4,1.4,-3,2,1.1,2,4,-1,2.4
CCN(Cc1ccccc1)S(=O)(=O)c1ccc(C(=O)N(CCCN(C)C)c2nc3cc(C)cc(C)c3s2)cc1,-0.7,-3.6,-5,0,-2.0,2,-12,-6,-3.4
Cc1nc2cc(CC(=O)O)ccc2o1,0.8,0.1,-12,5,1.5,-17,4,2,-0.2
CC(C)C(C)NC(=O)CN1C(=O)NC2(CCc3ccccc3C2)C1=O (configuration not stated),-0.1,0.0,2,4,·,-1,6,2,-0.1
CCN1C(=O)N(CC)C2C1N(C(C)=O)C(=O)N2C(C)=O (configuration not stated),2.0,-0.9,0,1,-0.3,1,2,0,0.1
Cc1cccc(-c2nc(CN3CCN(C(=O)C4CCCO4)CC3)cs2)c1 (configuration not stated),0.1,1.4,-8,2,-0.2,3,2,-10,-1.1
CCCN1CCC(NC(=O)c2cccc(Oc3ccccc3)c2)CC1,2.6,-3.9,-13,2,-0.5,-9,-5,-7,-4.0
O=c1[nH]c(=O)n(Cc2ccco2)c2c1C(C(F)(F)F)(C(F)(F)F)N=C(c1ccc(F)cc1)N2,0.1,0.3,-6,-1,·,-11,11,16,-3.1
CCc1cccc2c(C(=O)COC(=O)[C@@H]3CC(O)CN3S(=O)(=O)c3ccccc3[N+](=O)[O-])c[nH]c12 (some centres not stated),-1.3,11*,-11,3,1.0,-10,-20,8,-2.2
Fc1ccc(/C=N/n2c(-c3cccs3)n[nH]c2=S)cc1,-0.3,-0.3,-4,2,0.2,-6,-2,8,-0.1
CC1=NN(C(N)=S)C(=O)C1N=Nc1cccc(Cl)c1 (configuration not stated),-1.4,0.3,-4,-6,6.1,-35,0,6,-4.1
Cc1ccc(-c2c(C)cc3oc(=O)cc(-c4ccccc4)c3c2C)cc1,·,-0.2,6,-2,-1.0,1,-3,5,-0.1
O=C1Nc2ccccc2CCC1Sc1nnc(-c2ccc(Cl)cc2)s1 (configuration not stated),-3.4,-6.0,5,-4,-1.1,-4,2,8,-2.6
CCNC(=O)C(=O)Nc1cc2c3c(c1)CCC(=O)N3CCC2,-0.3,-5.2,-6,-1,-1.7,0,0,2,-0.2
CCOc1ccc(NC(=O)c2sc3nc(N4CCOCC4)c4c(c3c2N)CC(C)(C)OC4)cc1,1.3,0.4,8,4,-1.0,1,6,14,1.9
COc1cc2[nH]ccc(=O)c2cc1OC,-0.1,-1.2,12,2,0.4,7,5,2,0.2
O=C(CSCc1ccc(Cl)cc1)Nc1cccc(C(=O)O)c1,-1.3,-3.6,-15,-2,0.1,-11,2,8,1.9
COC(=O)c1ccccc1NC(=O)COC(=O)/C=C/c1ccco1,-2.1,-1.3,11,8,-1.0,-2,-5,10,-0.3
CC(OC(=O)c1cccc(-n2cnnn2)c1)C(=O)N(C)c1ccccc1 (configuration not stated),2.5,-1.0,7,-1,-1.6,·,5,4,-0.6
O=C(c1ccc2ccccc2c1)C1CCCN(S(=O)(=O)c2cccnc2)C1 (configuration not stated),-1.8,-2.8,3,3,·,-6,5,1,-0.3
CCNS(=O)(=O)c1ccc2nc(NC(=O)/C=C/c3cc(OC)c(OC)c(OC)c3)sc2c1,3.4,-6.5,-18,17,·,2,5,6,0.4
O=C(O)CCCC(=O)Nc1ccccc1Br,-2.7,-0.7,6,5,-3.6,-13,-2,9,0.0
Oc1cnc2ccccc2c1CN1CCOCC1,-1.2,0.1,-16,15,0.0,13,-5,11,1.4
Cc1cc(C)c2[nH]c(=O)c(C(c3nnnn3CC3CCCO3)N3CCCC(C)C3)cc2c1 (configuration not stated),1.5,-0.5,-7,6,-2.5,9,-1,29,-0.5
COc1ccc(S(=O)(=O)N2CCOCC2)cc1NC(=O)Cc1c(F)cccc1Cl,3.1,·,6,-3,-1.7,-5,-12,2,-0.3
O=C(CN1CCCCC1)NNc1nc(-c2ccccc2)c2cc(Cl)ccc2n1,0.8,-3.0,1,1,·,-3,-3,8,0.0
O=C(Nc1ccc(F)cc1)C1CCCN(S(=O)(=O)c2cccc3cccnc23)C1 (configuration not stated),0.6,-4.7,-6,0,1.6,-2,1,-4,-0.8
Cc1ccc[n+](-c2[nH]c(=O)sc2/C=N/N=C(\[O-])c2cccnc2)c1,-0.8,-2.8,21,-3,-0.2,2,-12,0,0.0
CC(C)(C)C(=O)Nc1ccc(S(=O)(=O)N2CCC(c3nc4ccccc4[nH]3)CC2)cc1,-0.1,-1.5,-4,-2,-2.1,·,-6,10,·
CCn1c(SCC(=O)c2ccc(F)cc2)nnc1-c1ccoc1C,-2.6,-4.0,16,0,0.3,?,-4,-4,-0.3
COc1ccc(-n2nc3c(c2NC(=O)CCCl)CSC3)cc1,-0.6,-2.6,8,-2,-0.7,4,5,-5,-1.8
CCC(C)NS(=O)(=O)c1ccc(OCC(=O)N2CCN(CC)CC2)cc1 (configuration not stated),1.1,-0.9,2,1,-0.1,-2,-7,0,1.0
O=c1c2cc(Cl)ccc2oc2nc3n(c(=O)c12)CCCS3,-2.0,-1.2,-1,4,-0.9,0,-1,14,-0.1

# Two neighbouring entries from above, for reference:
SMILES,Mtb UGM inh,FadD28 FP inh,CCHF vOTU inh,FBA Mtb inh,BioA inh,BoNT-F LC inh,PrPC TRFRET,GDH-TPI inh,BoNT A protease
CCC(C)NS(=O)(=O)c1ccc(OCC(=O)N2CCN(CC)CC2)cc1 (configuration not stated),1.1,-0.9,2,1,-0.1,-2,-7,0,1.0
O=c1c2cc(Cl)ccc2oc2nc3n(c(=O)c12)CCCS3,-2.0,-1.2,-1,4,-0.9,0,-1,14,-0.1

# Taken from above.
# `COC(=O)c1ccccc1NC(=O)COC(=O)/C=C/c1ccco1` in GDH-TPI inh → 10
# `O=c1c2cc(Cl)ccc2oc2nc3n(c(=O)c12)CCCS3` in FadD28 FP inh → -1.2
# `Oc1cnc2ccccc2c1CN1CCOCC1` in BioA inh → 0.0

# Back to the main list, repeating the four entries before the break.
SMILES,Mtb UGM inh,FadD28 FP inh,CCHF vOTU inh,FBA Mtb inh,BioA inh,BoNT-F LC inh,PrPC TRFRET,GDH-TPI inh,BoNT A protease
CCn1c(SCC(=O)c2ccc(F)cc2)nnc1-c1ccoc1C,-2.6,-4.0,16,0,0.3,?,-4,-4,-0.3
COc1ccc(-n2nc3c(c2NC(=O)CCCl)CSC3)cc1,-0.6,-2.6,8,-2,-0.7,4,5,-5,-1.8
CCC(C)NS(=O)(=O)c1ccc(OCC(=O)N2CCN(CC)CC2)cc1 (configuration not stated),1.1,-0.9,2,1,-0.1,-2,-7,0,1.0
O=c1c2cc(Cl)ccc2oc2nc3n(c(=O)c12)CCCS3,-2.0,-1.2,-1,4,-0.9,0,-1,14,-0.1
CC(OC(=O)Nc1cccc(Cl)c1)C(=O)O (configuration not stated),-2.0,-2.1,13,-1,-2.3,15,4,7,2.0
O=S(=O)(NCc1cccnc1)c1ccccc1,-2.3,-2.7,-5,0,3.3,16,1,3,2.8
CCCCNc1cc(Cl)nc(N)n1,-0.3,-0.1,-14,3,0.3,-5,8,-2,-0.4
Cc1ccc(Cl)c(OCC(=O)OCC(=O)NC2CCCc3ccccc32)c1 (configuration not stated),3.3,0.0,6,2,-1.2,-3,7,2,1.0
CCc1cc(=O)oc2c(C)c(OC(C)C(=O)NCCCn3ccnc3)ccc12 (configuration not stated),0.3,-4.1,-6,66*,1.8,5,-4,3,6.4
CN1CCN(C(=O)C[C@@H]2C[C@H]3c4cc(NC(=O)c5cccnc5)ccc4O[C@H]3[C@H](CO)O2)CC1,·,-0.5,3,0,8.9,-2,-3,0,-0.1
Cn1ccnc1Sc1nc(Nc2cccc(Cl)c2)nc(N2CCOCC2)n1,-0.9,-4.7,-2,-1,·,-2,-17,-6,-0.5
CC(C)C[C@@H](COCc1cccc(Cl)c1)N1CCN(C(=O)c2cccc(C(F)(F)F)c2)CCC1=O,·,·,20,·,·,0,14,·,0.1
CCOC(=O)N1CCC2CC1c1cc(Cl)ccc12 (configuration not stated),·,-0.8,-5,-2,0.4,-1,-6,-2,-0.1
O=C(Nc1ccccc1)O/N=C/c1ccc(F)cc1,5.2,-1.2,10,-1,-0.5,-14,1,0,-1.3
Cc1ccc(NC(=O)C(C)Sc2nnc(C)n2C2CC2)cc1S(=O)(=O)N1CCOCC1 (configuration not stated),-5.0,-0.9,-7,3,0.1,-5,3,5,-0.1
Cc1n[nH]c(=O)c2c(NC(=O)COC(=O)Cc3ccc(Cl)cc3Cl)oc(C)c12,0.4,-1.6,3,-3,0.8,9,1,21,3.1
COCCNC(=O)C(=O)Nc1ccc(Br)cc1,1.6,-2.2,7,2,-0.9,-6,1,12,0.3
CCCC1=NN2C(=N)/C(=C\c3cc(C)n(-c4cc(C)cc(C)c4)c3C)C(=O)N=C2S1,-0.6,-0.2,6,5,-1.9,-15,5,26,-1.0
O=C(NCC1CCCCC1)c1ccc2nc([C@@H]3O[C@H](CO)[C@@H](O)[C@H]3O)[nH]c2c1,·,-1.5,-13,2,-0.1,2,13,9,0.3
COc1cccc(-c2cnc(C(O)c3cc(C)ccc3C)[nH]2)c1 (configuration not stated),·,-0.4,-10,-1,0.6,5,2,-1,-0.1
CN(CC(=O)Nc1ccc(C#N)cc1)Cc1ccc(Cl)cc1,0.4,0.2,-4,4,2.7,-4,-4,-3,-1.5
Cc1cnc(C(=O)OC(C(=O)c2ccccc2)c2ccccc2)cn1 (configuration not stated),3.8,-1.2,1,1,0.0,-9,17,-3,-5.2
Cc1c(N=C2N=C(NC(=O)NC(C)(C)C)c3ccccc32)c(=O)n(-c2ccccc2)n1C,1.0,0.4,-12,3,·,0,1,9,0.5
C=Cc1ccc(C(=O)N2CCCC(Nc3ccc4c(c3)OCCO4)C2)cc1 (configuration not stated),·,-2.6,-9,0,3.1,-4,0,7,-0.2
